M1 PAM parental: nonselective activator or artifact in parental CHO-K1 calcium assay | ATP EC20, Fluo-8 calcium fluorescence; 0% at ATP EC20, 100% at ATP max | activation, % at 3 µM | AID 602247 | hit rate 0.02% among 360,000;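 active = activation above the run cutoff, the mean activation of all test compounds plus 3 SD, cut at about 40% in these data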;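 also: peak over basal fluorescence ratio in a 140 s read after ATP addition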
CHRM1 agonist: human M1 muscarinic receptor agonism. P11229. CHO-K1 hM1, Fluo-8 calcium fluorescence, agonist mode; 0% DMSO, 100% acetylcholine EC100. activation, % at 3 µM. hit rate 0.33% among 360,000;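 active = activation above the run's mean compound activation plus 3 SD, cut at about 16% in these data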;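 also: peak over basal fluorescence ratio within a 140 s kinetic read after compound addition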
Target sequence (P11229 whole entry, looked up): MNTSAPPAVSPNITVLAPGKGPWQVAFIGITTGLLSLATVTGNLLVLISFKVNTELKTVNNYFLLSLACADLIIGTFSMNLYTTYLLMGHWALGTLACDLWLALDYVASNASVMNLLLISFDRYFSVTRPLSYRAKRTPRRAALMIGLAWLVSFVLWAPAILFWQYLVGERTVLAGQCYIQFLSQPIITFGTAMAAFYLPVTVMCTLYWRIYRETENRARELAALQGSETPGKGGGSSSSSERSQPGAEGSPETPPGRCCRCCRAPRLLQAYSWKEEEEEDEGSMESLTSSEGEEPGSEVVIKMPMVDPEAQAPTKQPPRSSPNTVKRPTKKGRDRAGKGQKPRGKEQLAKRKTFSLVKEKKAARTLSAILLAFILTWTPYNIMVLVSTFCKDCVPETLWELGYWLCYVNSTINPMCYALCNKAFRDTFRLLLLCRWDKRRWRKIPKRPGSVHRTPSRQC
OXTR potentiator: potentiates the human oxytocin receptor response; activation, % at 3 µM; P30559; hit rate 0.061% among 320,000; CHO-OTR cells, Fluo-8 calcium fluorescence, potentiator mode; 0% = oxytocin EC15, 100% = EC100; AID 2445;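 active = activation above that plate's cutoff, the mean activation of tested compounds plus 3 SD, cut at about 6.6% in these data, passing the limit was not always enough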;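 also: 100% uses oxytocin at 75 nM as the full agonist control; some results filed as inactive read as strong as hits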
Target sequence (P30559 whole entry, looked up): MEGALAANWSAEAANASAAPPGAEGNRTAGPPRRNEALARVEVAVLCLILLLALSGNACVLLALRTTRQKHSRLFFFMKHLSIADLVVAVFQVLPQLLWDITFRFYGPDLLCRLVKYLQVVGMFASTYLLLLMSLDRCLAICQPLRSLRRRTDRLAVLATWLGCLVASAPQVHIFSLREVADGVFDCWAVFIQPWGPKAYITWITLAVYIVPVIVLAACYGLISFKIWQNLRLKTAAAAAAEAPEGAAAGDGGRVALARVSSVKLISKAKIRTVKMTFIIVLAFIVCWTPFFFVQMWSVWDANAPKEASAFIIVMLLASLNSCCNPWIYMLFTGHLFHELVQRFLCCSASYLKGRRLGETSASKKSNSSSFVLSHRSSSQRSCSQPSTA
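Measured by – Fluo-8 calcium dye fluorescence · Test system – human OTR in CHO cells · Dosing – one concentration, 3.0 µM compound · Controls – EC15 oxytocin alone as 0%, 75 nM oxytocin as 100% · Evaluation – normalized max/min fluorescence ratio, % activation · Timing – 6 min pre-incubation, 100 s read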
M1 ag parental: M1 agonist counterscreen hit in parental CHO-K1 cells; activation, % at 3 µM; hit rate 0.48% among 360,000; Fluo-8 calcium fluorescence; scaled to maximal ATP response, vehicle zero; in the data active = activation above about 15%;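 also: untransfected CHO-K1 host cells lacking M1 receptor as counterscreen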
CHO parental Ca: signal in parental CHO cells, OX1R antagonist counter-screen | parental CHO-K1, ATP-induced calcium, Fluo-8 fluorescence | AID 463079 | inhibition, % at 5.6 µM | hit rate 0.63% among 330,000;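 active = inhibition above that plate's mean sample inhibition plus 3 SD, cut at about 26% in these data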;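 also: 0% = ATP-challenged DMSO wells and 100% = DMSO wells without ATP; some compounds past the cut are filed as inactive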
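Assay system: parental CHO cells; Read-out basis: percent inhibition of ATP-evoked calcium rise, normalized to controls; Benchmarks: ATP and no-ATP DMSO wells; Compound dosing: single nominal dose of 5.6 µM per compound; Signal: Fluo-8 calcium dye fluorescence; Also added: ATP as calcium-mobilizing challenge; Repeats: singlicate.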
CHO-K1 Ca antag: nonselective inhibitor or artifact in parental CHO-K1 cells; ATP-induced calcium, Fluo-8 fluorescence; inhibition, % at 3 µM; hit rate 0.6% among 360,000; AID 602250;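 active = inhibition above a per-plate cutoff, the plate's mean sample inhibition plus 3 SD, cut at about 24% in these data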;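 also: 0% = DMSO plus EC80 ATP and 100% = DMSO alone without ATP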
TAAR1 agonist: agonists of human TAAR1; AID 624467; hit rate 0.99% among 360,000; activation, % at 3 µM; Q96RJ0; CHO RD-HGA16 TAAR1, Fluo-8 calcium fluorescence; vehicle wells 0%, saturating PEA agonist 100%;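 active = activation above the mean activation of all test compounds in the run plus 3 SD, cut at about 38% in these data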
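System: CHO RD-HGA16 cells carrying human TAAR1 plus Gα16; Incubation: 17-24 h seeding, 75 min 37 °C dye, 30 min RT; Measured by: Fluo-8 fluorescence, 5 s baseline then 140 s kinetic read; Control set: DMSO and PEA EC100; Replication: single well for each compound.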
TAAR1 antag: human TAAR1 antagonism | hit rate 1.5% among 360,000 | CHO RD-HGA16 TAAR1, Fluo-8 calcium fluorescence, antagonist | Q96RJ0 | inhibition, % at 3 µM | AID 624466;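 active = inhibition above a per-plate cutoff, the mean inhibition of test compounds on that plate plus 3 SD, cut at about 49% in these data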;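 also: 0% = DMSO plus EC80 beta-PEA response and 100% = DMSO alone without agonist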
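Assay system: CHO-derived RD-HGA16 cells stably expressing human TAAR1 plus Gα16. Timing: 140 s kinetic read after compound, 140 s after agonist. Technique: kinetic Fluo-8 calcium fluorescence measurement. Measure: % inhibition of agonist calcium response.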
M1 antag: antagonists of human M1 muscarinic receptor | CHO-K1 hM1, Fluo-8 calcium fluorescence, ACh EC80 antagonist | inhibition, % at 3 µM | hit rate 1.3% among 360,000 | AID 588852;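 active = percent inhibition above its own plate's cutoff, namely the mean of that plate's compound wells plus 3 SD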;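 also: peak over basal fluorescence ratio during 140 s after agonist addition; 0% = ACh EC80 plus DMSO and 100% = DMSO alone without agonist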
An asterisk follows results filed as active; . = not tested or not shown. Hits appear at their usual frequency (roughly 4.2% active in at least one column).

no.	compound	M1 PAM parental	CHRM1 agonist	OXTR potentiator	M1 ag parental	CHO parental Ca
1	COCC1CCN(Cc2cn[nH]c2-c2cc3ccccc3o2)C1 (stereo not drawn)	21	-12	-17	0.1	-6
2	COc1ccc(Nc2nnc(SCC(=O)NC(=O)Nc3ccc4c(c3)OCCO4)s2)cc1	1	-1	-5	0.7	-5
3	Cc1cc(C)n2cc(COc3ccc4ccccc4c3)nc2n1	26	-4	2	2.2	-19
4	CCC(O)c1cc2c(cc1NC(=O)c1cccs1)OCCO2 (stereo not drawn)	3	-2	-9	-0.4	-18
5	O=C1Nc2ccccc2C1=Nc1cccc([N+](=O)[O-])c1	-4	-1	-4	6.0	-7
6	O=C1CNC(=O)/C1=C\N1CCN(C(c2ccccc2)c2ccccc2)CC1	25	-6	-7	0.9	2
7	COc1cc(NS(=O)(=O)c2ccc(N=Cc3c(C)[nH]n(-c4ccccc4)c3=O)cc2)nc(OC)n1	5	1	0	0.3	-8
8	Cc1cc(N2CCc3ccccc32)n2ncnc2n1	0	-1	-4	-0.3	-3
9	Cn1cccc1C(=O)N1CCc2ccccc2C1	7	-5	-4	10.0	-9
10	O=C(Nc1ccc(Nc2ccncc2)cc1)c1ccc(Nc2ccnc3ccc([N+](=O)[O-])cc23)cc1[N+](=O)[O-]	-6	-8	-1	0.3	-7
11	O=C(COC(=O)C(Cc1ccccc1)NC(=O)c1cccs1)NCc1ccccc1 (stereo not drawn)	16	-3	-7	2.0	7
12	Cc1cc(C)n(CC(O)COc2ccc(Cl)cc2Cl)n1 (stereo not drawn)	-3	-5	-12	0.1	-9

no.	CHO-K1 Ca antag	TAAR1 agonist	TAAR1 antag	M1 antag
1	-2	7	-11	0
2	-12	1	-14	-1
3	0	6	-17	-5
4	3	1	2	-7
5	-4	-1	-3	6
6	-12	13	-22	43*
7	-14	2	12	-24
8	-1	0	-10	4
9	4	2	-29	0
10	-12	1	-12	-21
11	-18	4	16	1
12	5	2	6	3

Further structures follow:
no.	compound	M1 PAM parental	CHRM1 agonist	OXTR potentiator	M1 ag parental	CHO parental Ca
13	COCCN(C(=O)Cn1c(C(F)(F)F)nc2ccccc21)c1c(N)n(Cc2ccccc2)c(=O)[nH]c1=O	20	-2	-3	1.0	-9
14	CCN(CC)S(=O)(=O)c1ccc(OC)c(NS(=O)(=O)c2cccc(C(=O)O)c2)c1	15	-3	7	0.3	5
15	Nn1c(SCC(=O)NC(=O)NCc2ccco2)nnc1-c1ccc(OC(F)F)cc1	13	-4	-14	-0.6	-19
16	c1ccc(-c2csc3nnc(SCc4ccc5c(c4)OCCO5)n23)cc1	-3	-7	-13	-0.3	-26
17	O=C(NCc1ccccn1)C1CCN(Cc2cnn(-c3ccccc3)c2-n2cccc2)CC1	14	-6	3	0.0	-10
18	CC(C)(C)c1ccc(C(CC(=O)O)NC(=O)Cc2ccccc2)cc1 (stereo not drawn)	14	-4	2	0.4	3
19	CC1CCN(C(=O)c2ccc(Br)c(S(=O)(=O)N3CCOCC3)c2)CC1	28	-2	2	2.4	-14
20	Cc1cccc(Nc2nc(N)nc(N)c2N=O)c1	1	24*	.	29*	.
21	Cn1cnnc1SCC(=O)NNC(=O)c1ccc(Cl)cc1	11	-5	-8	0.4	-9
22	O=C(CSc1n[nH]c(-c2ccncc2)n1)Nc1ccc(Cl)cc1	7	6	-8	2.0	-11
23	CC(=O)c1ccc(NC(=O)NNS(=O)(=O)c2ccc(F)cc2)cc1	3	-2	-8	0.7	-4
24	C=CCn1c(O)c(N=NC(=S)Nc2cccc(OC)c2)c2ccccc21	11	-7	-8	0.1	-14

no.	CHO-K1 Ca antag	TAAR1 agonist	TAAR1 antag	M1 antag
13	-15	4	-21	-5
14	-17	1	-1	-8
15	-3	11	-11	-8
16	-4	19	-17	13
17	-11	6	-5	-7
18	-3	2	-12	-9
19	-14	5	-2	-12
20	-1	45*	-56	-8
21	-6	5	-19	6
22	-5	26	15	-29
23	0	3	7	-5
24	-5	-2	29	2

Later entries
no.	compound	M1 PAM parental	CHRM1 agonist	OXTR potentiator	M1 ag parental	CHO parental Ca
25	COC(=O)CSc1nnc(COc2ccc([N+](=O)[O-])cc2)n1C	16	-12	-22	1.1	-14
26	N#CCCn1nc(-c2ccc(Cl)cc2)cc1Nc1ccccc1NC(=O)C(F)(F)F	12	-3	-21	0.2	6
27	O=[N+]([O-])C1C(c2ccccc2)=NOC1c1ccccc1O (stereo not drawn)	15	-6	-1	1.0	8
28	Cc1cccc(C)c1NC(=O)CN(C)C(=O)c1ccc2nc[nH]c2c1	10	-3	-9	0.6	3
29	Cc1ccc(N2CC(C(=O)OCc3nnc(-c4ccccc4)o3)CC2=O)cc1 (stereo not drawn)	0	-5	-2	1.6	-16
30	CCOc1ccc(NC(=O)c2ccc(CSc3nnc(C)s3)cc2)cc1	9	-5	0	1.1	-6
31	CC(C)c1c(C(=O)N/N=C/C=C/c2ccccc2)nnn1-c1nonc1N	4	10	-8	8.1	-8
32	Cc1cccc(-n2ccc(=O)c(C(=O)Nc3ccc(S(=O)(=O)N4CCOCC4)cc3)n2)c1	-27	-1	-5	0.4	-4
33	Cc1ccc(OCC2Cn3c(nc4c3c(=O)[nH]c(=O)n4C)O2)cc1C (stereo not drawn)	-6	-3	-2	1.7	-12
34	CCOc1ccc(NC(=O)c2ccc3nccnc3c2)cc1	12	1	-16	2.0	-10
35	Cc1cccc(C)c1NC(=O)CNC(=O)c1ccc(NS(=O)(=O)c2ccc3[nH]c(=O)[nH]c3c2)cc1	-9	-1	-2	0.3	1
36	CCC[C@@H](O)c1cc2cc(OC)c(OC)cc2c(=O)o1	-21	-7	5	-0.2	-12

no.	CHO-K1 Ca antag	TAAR1 agonist	TAAR1 antag	M1 antag
25	2	-1	10	-3
26	0	0	-11	-15
27	-9	0	1	-18
28	9	0	11	12
29	-1	-2	23	1
30	-7	1	-8	6
31	-14	42*	34	10
32	-6	1	2	1
33	14	6	2	5
34	-6	7	7	-11
35	15	1	3	-6
36	13	11	5	20

(further entries)
no.	compound	M1 PAM parental	CHRM1 agonist	OXTR potentiator	M1 ag parental	CHO parental Ca
37	CCOC(=O)C1=C(COC(=O)/C=C/c2ccc(C)o2)NC(=O)NC1C (stereo not drawn)	6	-2	-3	1.6	-31
38	CN1c2ccccc2C(C)(C)C12C=Cc1cc(O)ccc1O2 (stereo not drawn)	8	1	-6	5.1	56*
39	COc1cccc(/C=N/n2c(-c3cc(C)[nH]n3)n[nH]c2=S)c1OC	17	-4	1	0.5	-18
40	COc1ccc(CCNC(=O)Cn2nnc(-c3ccccc3F)n2)cc1OC	11	1	6	1.3	-16
41	CCCC(=O)OCCNC(=O)c1cc2ccccc2oc1=O	8	-1	-9	0.1	-18
42	CCOC(=O)CNC(=O)CSc1nnc(COc2ccc(Cl)cc2)n1CC	16	-6	-10	0.1	3
43	c1ccc(C2=Nn3c(Cn4nnc5ccccc54)nnc3SC2)cc1	1	-2	-2	1.0	-4
44	CC(CCc1ccccc1)NC(=O)[C@@H]1Cc2ccccc2CN1 (stereo partly drawn)	15	-6	.	3.3	.
45	O=C(OCCN=C1NS(=O)(=O)c2ccccc21)c1ccccc1F	15	-1	-4	2.3	7
46	CCN(CC)c1nc2ccccc2nc1C(C#N)C(=O)NCCCOC (stereo not drawn)	10	-4	-11	1.1	-16
47	Cc1cccc(NC(=O)CSc2nnc3ccc(-c4cccnc4)nn23)c1	10	-7	.	1.0	.
48	O=C(CN1CC(=O)Nc2ccccc21)Nc1ccc(F)c(F)c1	16	-2	-13	1.3	-6
49	CCOC(=O)C1CCN(C(=O)c2ccc(Cl)c(S(=O)(=O)N3CCOCC3)c2)CC1	3	-7	-3	0.7	-6

no.	CHO-K1 Ca antag	TAAR1 agonist	TAAR1 antag	M1 antag
37	-12	13	22	-18
38	6	0	17	22
39	-10	1	-13	-7
40	-19	4	-32	-12
41	0	4	8	-20
42	-7	11	-10	-19
43	-9	2	-13	-1
44	-10	0	-3	-20
45	0	2	-1	-8
46	-5	7	9	-34
47	-11	3	-8	-17
48	-16	6	14	-12
49	-3	2	19	-10

Source: PubChem BioAssay
